From PubChem
PKA-R1A act – activators of PKA-R1A holoenzyme, primary screen, biochemical, fluorescence polarization, Cy5-IP20, bovine R1A, mouse PKAc | cAMP-dependent protein kinase type I-alpha regulatory subunit (Bos taurus) + … | PKA-R1A dissociation; scaled: DMSO 0%, 113 µM cGMP 100% | activation, % at 11.4 µM | 0.083% of 340,000 active | AID 504707, 2011;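 active means percent activation above the mean of all tested compounds plus 3 SD, cut at about 19% in these data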;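 further: higher means more PKAc released from R1A so a rise in polarization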
AddAB inh – growth inhibition of E. coli expressing H. pylori AddAB, primary screen, AddAB inhibitor project, absorbance; inhibition, % at 11.9 µM; 0.29% of 330,000 active; AID 435030, 2010; in the data active means inhibition above about 12%;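 further: 0% = vehicle wells of infected cells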
Tat export inh – E. coli Tat export inhibitors, primary screen, MC4100, TorA-mCherry reporter, fluorescence, single point; inhibition, % at 10 µM; 0.036% of 340,000 active; AID 488895, 2010;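 active means mean replicate inhibition at least 50% and at least half of replicates individually reaching 50%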;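 further: exported cargo escapes ClpAP degradation while cytoplasmic cargo is degraded and loses fluorescence; 0% = median of neutral control wells and 100% = median of NaSCN control wells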
HTR5A ag – HTR5A agonists in luminescence cell assay, primary screen, counter-screen for OPRM1-OPRD1 heterodimer agonist project, full-deck HTS | 5-hydroxytryptamine receptor 5A (Homo sapiens), P47898 | cell-based | activation, % at 9.3 µM | 0.61% of 340,000 active; in the data active means activation mostly above about 9.5%, no sharp cut-off; inactive means mostly below about 7.6%;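 further: 0% = cells with vehicle only and 100% = reference agonist; strong numbers were not always called active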
PKA-R2B act – activators of PKA-R2B holoenzyme, primary screen, biochemical, fluorescence polarization, Cy5-IP20, human; cAMP-dependent protein kinase catalytic subunit beta (Homo sapiens) + cAMP-dependent …; PKA-R2B holoenzyme dissociation; R2B truncated from residue 108, S112A mutant; 0% DMSO only, 100% 113 µM cGMP; activation, % at 11.4 µM; 0.079% of 340,000 active; AID 504700, 2011;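 active means activation above a cutoff set at the mean over all compounds plus 3 SD, cut at about 18% in these data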;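 further: higher means more holoenzyme dissociation and a rise in polarization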
Target sequence (P31323 whole entry, looked up, other chains not shown, the tested form may be a part): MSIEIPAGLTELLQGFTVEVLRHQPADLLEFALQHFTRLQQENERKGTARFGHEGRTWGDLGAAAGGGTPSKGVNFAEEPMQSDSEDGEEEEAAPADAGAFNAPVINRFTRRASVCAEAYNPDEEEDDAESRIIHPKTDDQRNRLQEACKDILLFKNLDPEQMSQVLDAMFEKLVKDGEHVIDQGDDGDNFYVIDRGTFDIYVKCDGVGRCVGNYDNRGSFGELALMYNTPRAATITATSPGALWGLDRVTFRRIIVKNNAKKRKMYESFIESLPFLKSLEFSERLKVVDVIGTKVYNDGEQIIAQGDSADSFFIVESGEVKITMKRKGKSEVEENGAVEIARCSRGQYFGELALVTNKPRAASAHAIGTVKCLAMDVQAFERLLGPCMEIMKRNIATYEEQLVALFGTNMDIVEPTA
E coli growth – E. coli V3065 growth inhibition, primary screen, counter-screen for AddAB inhibitor project, absorbance, OD600; 18 h; inhibition, % at 11.9 µM; AID 449728, 2010; 0.27% of 330,000 active;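 active means inhibition above the campaign's mean inhibition across all tested compounds plus 3 SD, cut at about 9.9% in these data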;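 further: uninfected addAB+ strain grown without phage in ampicillin broth; 0% = DMSO wells and 100% = ciprofloxacin 0.95 µg/ml wells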
CDK5 inh – inhibitors of human CDK5/p35 kinase, primary screen, biochemical, single concentration. 0.01% of 330,000 active. Recombinant CDK5/p35, ADP-Glo luminescence, 60 min. Cyclin-dependent kinase 5 (Homo sapiens) + Cyclin-dependent kinase 5 activator 1 (Homo …. AID 488839, 2010. inhibition, % at 10 µM;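 active means highest replicate inhibition of at least 50% and at least 75% of replicates reaching 50%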;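 further: plate controls were DMSO neutral control for no effect and GW8510 at 10 µM for full effect; many of its hits are not listed in these tables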
Target sequence (Q00535 whole entry, looked up): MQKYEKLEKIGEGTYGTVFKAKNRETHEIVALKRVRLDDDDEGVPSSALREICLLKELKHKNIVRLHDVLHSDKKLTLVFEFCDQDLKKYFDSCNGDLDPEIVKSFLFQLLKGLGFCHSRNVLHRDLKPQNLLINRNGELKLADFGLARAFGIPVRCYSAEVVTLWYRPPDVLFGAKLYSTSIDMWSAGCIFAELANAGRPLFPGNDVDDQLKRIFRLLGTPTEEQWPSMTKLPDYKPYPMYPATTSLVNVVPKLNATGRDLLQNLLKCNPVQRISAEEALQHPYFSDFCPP
Target sequence (Q15078 whole entry, looked up): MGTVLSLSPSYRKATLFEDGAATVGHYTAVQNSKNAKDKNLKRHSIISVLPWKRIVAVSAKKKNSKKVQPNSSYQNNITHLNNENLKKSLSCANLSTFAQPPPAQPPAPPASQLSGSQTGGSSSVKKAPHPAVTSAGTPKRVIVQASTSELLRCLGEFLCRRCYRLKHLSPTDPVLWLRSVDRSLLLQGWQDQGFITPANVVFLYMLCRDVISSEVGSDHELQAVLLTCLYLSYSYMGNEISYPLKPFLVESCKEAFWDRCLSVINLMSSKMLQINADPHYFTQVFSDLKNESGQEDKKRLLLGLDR
DAGLB inhibitor – DAGLB lipase inhibitors, primary screen, biochemical, fluorescence, HTS. Diacylglycerol lipase-beta (Homo sapiens), Q8NCG7. HEK293T DAGLB membrane lysate, EnzChek fluorogenic substrate. inhibition, % at 5.17 µM. 0.059% of 340,000 active; in the data active means inhibition above about 34%;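 further: 0% = enzyme with vehicle and 100% = wells lacking enzyme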
phage Ecoli inh – growth loss of phage-infected E. coli, primary screen, RecBCD inhibitor project, absorbance, with phage, HTS. inhibition, % at 11.9 µM. 0.26% of 360,000 active; in the data active means inhibition above about 11%
HTR5A inv ctr – HTR5A inverse agonists in luminescence cell assay, primary screen, counter-screen for OPRM1-OPRD1 heterodimer inverse agonist project, full-deck HTS | AID 504634, 2011 | 0.083% of 340,000 active | inhibition, % at 9.3 µM | 5-hydroxytryptamine receptor 5A (Homo sapiens), P47898 | HTR5A cell line, inverse agonism; in the data active means inhibition mostly above about 23%, no sharp cut-off; inactive means mostly below about 18%;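 further: 0% = cells with DMSO and 100% = no-cell wells with DMSO; some compounds called inactive have numbers as strong as hits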
SUMO Mot1 rescue – yeast Mot1-301 growth rescue at high temperature, primary screen, SUMOylation pathway inhibitor project, S. cerevisiae, ATP luminescence, 38.5C. S. cerevisiae Mot1-301 growth rescue; percent above DMSO median, 100 means doubled. growth rescue, % at 18.8 µM. 1% of 320,000 active. AID 2716, 2010;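 active means every valid replicate shows activation above 250% relative to neutral control wells; inactive means the rest, any valid replicate at or below 250%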;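 further: OY570 slx delta 5 strain wells were the positive control but not used for scaling; some compounds called inactive have numbers as strong as hits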
* marks the source's active call; other numbers are inactive results; · = not tested or not shown; + = active, no number.

SMILES	PKA-R1A act	AddAB inh	Tat export inh	HTR5A ag	PKA-R2B act	E coli growth	CDK5 inh	DAGLB inhibitor	phage Ecoli inh	HTR5A inv ctr	SUMO Mot1 rescue
CCN(CC)S(=O)(=O)c1ccc(N2CCOCC2)c(NC(=O)C23CC4CC(CC(Cl)(C4)C2)C3)c1	2.0	4.2	23.6	9.4	-8.4	-1.2	-9.5	-7.0	2.7	-18.8	-14.5
CCCOc1ccc(C2=CSC3=NCCN23)cc1[N+](=O)[O-]	-5.1	-0.6	-6.1	-4.2	-5.0	-1.1	1.2	-3.7	2.5	15.7	-5.2
COc1ccc(C(=O)NCc2nnc(SCC(=O)NCc3ccc(F)cc3)o2)cc1	-4.8	1.3	-1.7	-0.2	-5.9	-0.2	-0.1	-0.9	4.0	15.1	-0.7
O=C(NCCN1CCCc2ccccc21)C1CCC(=O)N(CCc2ccccc2)C1 (stereo not given)	-1.6	0.8	-3.8	1.7	2.4	-1.1	0.6	-1.1	0.9	-3.3	15.3
Cc1cccc(OCC(=O)NCc2ccncc2)c1C	8.2	0.4	1.3	6.9	-4.3	-3.8	-1.6	-1.6	2.7	-20.1	-10.7
O=C(CN(CC1CCCO1)C(=O)CNS(=O)(=O)c1ccc(F)cc1)NCc1ccco1 (stereo not given)	-7.6	-0.2	4.8	-8.1	-12.4	-1.1	-0.1	-2.8	3.2	1.4	·
COc1ccc(N2CC(=O)N(c3ccc(OC)c(OC)c3)CC2=O)cc1OC	-2.4	2.9	-4.1	-5.1	0.8	1.8	-0.8	-1.9	2.6	0.8	2.6
CCN1C(=O)CC(N2CCN(c3cccc(OC)c3)CC2)C1=O (stereo not given)	-0.6	5.4	5.7	-3.6	2.3	1.8	-0.1	0.4	2.6	9.2	90.3
CC(C)(C)NC(=O)NC(=O)COC(=O)C1(C)CC1(Cl)Cl (stereo not given)	4.5	-1.2	-3.4	-2.3	-15.2	2.6	0.1	-0.8	2.8	11.8	-6.4
CCOC(=O)CSC1=C(C#N)C(c2sccc2C)CC(=O)N1 (stereo not given)	11.0	0.2	16.4	0.1	0.8	2.6	-9.2	2.0	3.6	-4.5	-22.1
O=C(Nc1cccc2c1CCCC2)c1ccc(Br)o1	-0.1	4.2	-0.7	3.5	-4.7	-0.5	3.5	-11.5	5.3	-12.8	1.7
COc1ccccc1NC(=O)CSc1nc(N)cc(N)n1	0.7	-0.4	-9.0	6.5	-1.4	-2.2	0.3	3.0	2.3	-21.8	26.8
CCC1(C2=CCCCC2)C(=O)NC(=S)N=C1N (stereo not given)	6.2	·	-10.8	-4.7	-7.7	·	-2.1	-0.2	1.6	16.8	·
O=C(N/N=C\c1cn(-c2ccccc2)nc1-c1ccccc1)c1ccc(Br)o1	-10.4	3.3	10.0	-0.1	-2.8	-1.8	-0.2	-2.0	-0.2	0.2	+
Cc1nc2ncnn2c(C)c1CCC(=O)NC(C)c1ccc2c(c1)OCCO2 (stereo not given)	3.5	2.0	-13.1	3.1	-4.2	-0.4	-0.8	0.6	4.6	4.1	4.9
CC(C(=O)Nc1ccccn1)(c1ccccc1)c1ccccc1	-11.8	·	5.7	-1.5	-16.2	·	-0.3	0.8	2.1	5.1	133.0
Cc1ccc(NNC(=O)c2cccs2)cc1Cl	-2.7	0.3	0.3	-1.6	-0.1	-0.2	2.2	-0.6	2.7	-19.4	285.0
Cc1ccc(S(=O)(=O)N2CCN(CCc3ccccc3)CC2)c(C)c1	-8.7	1.8	0.5	0.3	5.7	0.3	-0.4	-5.6	-0.9	-1.3	-4.5
CC(NC(=O)CN(Cc1ccccc1)S(=O)(=O)c1ccccc1)c1cccnc1 (stereo not given)	-1.6	-0.1	3.7	1.0	-1.2	-5.2	0.1	-4.0	-0.6	-14.5	33.1
CC1(C(=O)Nc2ccc3ccccc3c2)CC1(Br)Br (stereo not given)	-6.2	1.0	-5.3	1.2	-13.5	1.3	1.0	-1.7	-4.0	-3.0	13.8
Cc1ccccc1NC(=O)c1c(C)cc(=O)oc1C	1.6	1.3	6.4	3.7	2.5	-2.4	-1.1	-3.7	-2.4	5.2	-0.6
CC(C)(C)c1ccccc1OCCCCN1CCCC1	-5.0	0.2	4.0	-0.4	4.0	-0.4	1.4	1.1	4.9	16.4	8.3
Cc1noc(NS(=O)(=O)c2ccc(NC(=O)Cc3ccc([N+](=O)[O-])cc3)cc2)c1C	-1.8	1.6	-0.5	0.1	6.2	1.3	-1.2	3.5	2.9	8.9	-11.7
CC1C(C)C(O)(c2ccccc2)CCN1C (stereo not given)	-4.5	-0.2	-1.8	1.1	7.3	1.3	-0.5	1.5	3.3	-3.0	-10.5
CC1CCN(C(=O)CNC(=O)Cc2ccccc2)CC1	-1.5	0.7	-2.2	4.9	-5.0	2.7	0.9	0.6	1.6	17.7	4.8
COc1ccccc1NCC(=O)c1ccc(C)c(C)c1	-3.5	-0.1	7.4	-3.5	-0.3	0.4	0.5	-3.6	2.2	-16.7	-10.4
O=C(N/N=C/c1cccnc1)c1ccccc1OCc1ccc(Br)cc1	-5.2	0.6	1.5	-2.9	-1.9	-1.1	1.3	-0.3	4.0	8.1	-6.1
CCN(C(=O)COC(=O)Cn1c(C)csc1=O)c1c(N)n(Cc2ccccc2)c(=O)[nH]c1=O	-11.6	-2.0	5.9	1.1	-8.8	1.0	-0.2	0.3	0.9	-7.9	284.2
COc1ccc(C(CNC(=O)COc2ccccc2)N2CCOCC2)cc1 (stereo not given)	-6.4	-2.4	3.0	-4.7	0.1	0.2	1.6	-1.7	4.0	11.7	248.5
CSCC[C@H](NC(=O)OC(C)(C)C)c1nnc(SCC=C(C)C)o1	-3.3	2.6	2.9	8.5	-4.1	-1.6	-1.3	-4.0	-1.6	-22.1	-3.0

Arranged by the number under Tat export inh (highest first): 3 from the list above
structure,PKA-R1A act,Tat export inh,PKA-R2B act,CDK5 inh,DAGLB inhibitor,phage Ecoli inh,SUMO Mot1 rescue
CCN(C(=O)COC(=O)Cn1c(C)csc1=O)c1c(N)n(Cc2ccccc2)c(=O)[nH]c1=O,-11.6,5.9,-8.8,-0.2,0.3,0.9,284.2
COc1ccc(C(CNC(=O)COc2ccccc2)N2CCOCC2)cc1 (stereo not given),-6.4,3.0,0.1,1.6,-1.7,4.0,248.5
CC1CCN(C(=O)CNC(=O)Cc2ccccc2)CC1,-1.5,-2.2,-5.0,0.9,0.6,1.6,4.8

(more compounds)
SMILES	PKA-R1A act	AddAB inh	Tat export inh	HTR5A ag	PKA-R2B act	E coli growth	CDK5 inh	DAGLB inhibitor	phage Ecoli inh	HTR5A inv ctr	SUMO Mot1 rescue
CC(C)COc1ccc(C(=O)OC2CC(C)(C)OCC2CN(C)C)cc1 (stereo not given)	-1.0	1.9	9.1	-3.1	-8.4	0.6	0.3	1.3	3.8	5.7	-1.8
COc1cc(/C=C2/NC(=O)N(Cc3ccccc3F)C2=O)ccc1Oc1ccc([N+](=O)[O-])cn1	-1.2	3.7	-1.2	4.2	6.8	1.0	-1.1	0.9	4.5	-14.2	7.0
CC1CCCCC12NC(=O)N(Cc1cc(=O)n3ccsc3n1)C2=O (stereo not given)	-19.9	0.3	-5.2	5.9	-15.3	0.3	1.5	0.8	1.3	-16.9	-4.6
Cc1ccc(NC(=O)C(OC(=O)c2ccc(C=O)cc2)c2ccccc2)cc1Cl (stereo not given)	2.8	4.0	0.4	-0.9	-9.2	-0.6	0.3	-2.8	·	15.1	-10.9
COc1cccc(CN2CCNC(=O)C2CC(=O)NC2CCCCC2)c1OC (stereo not given)	3.1	3.4	-2.7	-1.7	-1.9	0.7	·	1.9	-0.6	6.7	·
CCN(c1ccccc1)S(=O)(=O)c1cc(C(=O)OCC(=O)c2c(N)n(C)c(=O)n(C)c2=O)ccc1C	-9.3	·	8.9	2.9	3.2	·	-0.8	0.4	0.5	20.7	·
COc1ccc(C(C)NC(=O)c2ccoc2C)cc1OC (stereo not given)	5.6	1.4	-0.5	-3.4	11.2	1.2	0.5	1.5	5.6	12.3	-4.5
O=c1c2c3c(sc2nc2n1CCCS2)CCCC3	1.2	1.9	-4.2	5.4	-9.5	1.7	0.9	-2.5	0.8	-18.5	137.6
CC(=O)N1CCOc2ccc(S(=O)(=O)NCc3ccc(C)cc3)cc21	-5.0	2.9	-6.2	-1.4	-3.9	-1.1	·	-0.5	2.1	-3.9	1.2
COc1cccc(NC(=O)CSc2nnc(CNC(=O)c3ccccc3F)o2)c1	3.1	2.7	2.2	3.2	-6.7	-0.4	0.8	-1.5	1.0	3.8	1.1
CCCc1nn(-c2cc(Cl)ccc2OC)c2c1C(=O)CCC2	-2.1	0.4	-3.0	1.6	3.9	-0.1	0.8	-0.8	2.4	-4.5	250.1
Cc1cc(C(=O)NNC(=O)c2ccc(Cl)c(S(N)(=O)=O)c2)c(C)o1	3.8	-0.7	1.1	-2.8	-6.7	1.6	-0.1	1.4	2.4	11.4	-8.1
COc1ccc(CCNC(=O)CSc2nncn2N)cc1OC	0.9	-0.9	-0.2	-0.3	-14.2	2.0	-0.5	-4.5	1.4	-36.5	5.9
Cc1ccc(C(=O)C(NC(=O)c2ccco2)N2CCOCC2)cc1 (stereo not given)	0.3	0.9	1.6	-1.4	0.9	1.4	0.1	-1.8	1.4	3.7	15.7
O=C(NCCNc1ccc([N+](=O)[O-])cc1)c1ccco1	0.7	3.1	-1.3	-2.9	3.8	2.7	1.1	-0.4	3.3	12.2	-2.3
COc1ccc2[nH]c(=O)c(CN(CC3CCCO3)S(=O)(=O)c3ccccc3)cc2c1 (stereo not given)	-9.9	0.7	10.1	0.5	-5.2	1.7	-2.9	2.5	2.5	-1.4	16.8
CC(C)(C)C1CCc2c(sc(NC(=O)C3CCCO3)c2C(N)=O)C1 (stereo not given)	-6.0	2.3	15.2	2.8	-2.1	-0.1	1.1	0.0	0.1	-19.8	-14.0
Cc1cccc(C(=O)Nc2ccc(C(=O)N3CCCCC3C)cc2)c1 (stereo not given)	7.7	1.6	-0.9	-1.9	-8.6	0.8	-3.3	-0.6	1.0	6.9	5.5
Cc1ccc(C)c(NC(=O)CN(C)C(=O)Cc2coc3cc(C)c(C)cc23)c1	1.1	2.8	-1.6	-2.7	0.2	-0.1	2.2	-1.4	·	6.6	10.2
Cc1cccn2c(CN(C)CCC3CCCCO3)c(C(=O)N3CCCCC3)nc12 (stereo not given)	1.7	-1.5	-6.0	-2.4	-11.0	-1.4	-0.4	-0.2	2.6	6.3	-4.7
